Screening data as filed in PubChem.
ADAM10 inh = inhibitors of human ADAM10; O14672; recombinant ADAM10, EDANS/DABCYL FRET peptide cleavage, 3 h; inhibition, % at 7 µM; 370,000 compounds, 0.62% hits; AID 720582;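 active = inhibition above a per-campaign cutoff equal to the mean of compounds falling between control-based bounds plus 3 SD, cut at about 20% in these data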;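 also: 0% = DMSO wells while the 100% control is not disclosed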
ADAM17 inh = inhibits human ADAM17 | P78536 | recombinant ADAM17, EDANS/DABCYL FRET peptide cleavage | inhibition, % at 6.95 µM | 370,000 compounds, 0.83% hits;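 active = inhibition above the mean of compounds lying between control limits plus 3 SD, set per campaign, cut at about 8.5% in these data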;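 also: 0% = DMSO-only wells as the low control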
Target sequence (P78536 215-824 limits assumed): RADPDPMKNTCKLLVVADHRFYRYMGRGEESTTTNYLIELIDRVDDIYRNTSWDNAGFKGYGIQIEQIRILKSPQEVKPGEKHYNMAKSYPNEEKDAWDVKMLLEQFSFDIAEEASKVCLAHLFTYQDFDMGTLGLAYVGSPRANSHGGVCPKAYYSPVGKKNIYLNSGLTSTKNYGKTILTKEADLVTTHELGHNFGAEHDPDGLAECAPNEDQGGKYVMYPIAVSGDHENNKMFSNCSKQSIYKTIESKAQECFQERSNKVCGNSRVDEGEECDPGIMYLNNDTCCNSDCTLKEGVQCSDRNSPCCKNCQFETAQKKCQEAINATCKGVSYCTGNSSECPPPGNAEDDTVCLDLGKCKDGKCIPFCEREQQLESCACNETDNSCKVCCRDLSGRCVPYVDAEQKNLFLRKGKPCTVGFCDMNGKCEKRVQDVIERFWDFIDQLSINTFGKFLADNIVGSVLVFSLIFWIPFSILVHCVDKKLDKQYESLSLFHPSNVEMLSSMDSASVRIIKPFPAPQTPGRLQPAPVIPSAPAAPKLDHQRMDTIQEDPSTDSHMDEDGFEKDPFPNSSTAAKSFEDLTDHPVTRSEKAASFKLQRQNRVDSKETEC
ARFGAP1 inh = inhibits rat ARF GTPase activating protein 1. AID 651572. Q62848. 360,000 compounds, 0.26% hits. inhibition, % at 16.5 µM. Arfgap1-stimulated ARF1 GTP hydrolysis, GDP FP detection;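 active = inhibition above a per-plate limit, mean inhibition of low control wells plus 3 SD, cut at about 25% in these data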;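 also: 0% = DMSO wells with enzyme and 100% = wells lacking Arfgap1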
Target sequence (Q62848 1-136 limits assumed): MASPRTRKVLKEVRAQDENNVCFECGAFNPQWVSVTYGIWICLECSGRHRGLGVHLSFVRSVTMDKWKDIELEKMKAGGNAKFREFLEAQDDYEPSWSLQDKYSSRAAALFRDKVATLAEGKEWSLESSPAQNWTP
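Assay system: purified rat His6-Arfgap1 residues 1-136 (GAP domain); Reagent: human Δ17 ARF1 bound to GTP; Dosing: 16.5 µM single point, 1.26% DMSO; Times: GTP hydrolysis reaction 2 h at 25 °C; Signal: FP, GDP Alexa 633 tracer displaced from anti-GDP antibody, 620/688 nm; Measure: % inhibition from polarization.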
Tn6 DDE FP = DD(E)-Tn6 binding inhibition, primary FP screen | inhibition, % at 8.3 µM | P02675 | 370,000 compounds, 0.21% hits | Fibrin DD(E) TRITC-Tn6 fluorescence polarization displacement | AID 720509;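 active = inhibition above a per-campaign cutoff: mean of compounds within control limits plus 3 SD, cut at about 15% in these data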;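 also: 0% = median of all compound wells on the plate and 100% = blocking peptide control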
ASAP1 inh = inhibitors of human ASAP1 ArfGAP activity | Q9ULH1 | inhibition, % at 16.5 µM | 360,000 compounds, 0.19% hits | AID 624377 | ASAP1-stimulated ARF1 GTP hydrolysis, GDP FP detection; in the data active = inhibition above about 25%;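 also: 0% = vehicle with enzyme and substrate and 100% = no enzyme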
PLCg1 inh = blocks human PLC-gamma1 enzyme activity. P19174. purified PLC-gamma1, fluorogenic substrate, fluorescence. inhibition, % at 12.2 µM. 370,000 compounds, 0.84% hits; in the data active = inhibition above about 9.5%
SIAE inh = inhibitors of human sialic acid acetylesterase SIAE; inhibition, % at 9.66 µM; Q9HAT2; SIAE FP-Rh probe binding, fluorescence polarization; AID 1053197; 370,000 compounds, 0.69% hits;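 active = inhibition above a cutoff: mean of compounds within the control limits plus 3 SD of those, cut at about 17% in these data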;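 also: 0% = plate median of compound wells and 100% = probe without SIAE protein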
Tn7 DDE FP = inhibitors of Tn7 peptide binding to human fibrin DD(E); 370,000 compounds, 0.13% hits; P02675; FP displacement of FITC-Tn7 peptide from fibrin DD(E); 0% = median of compound wells per plate; inhibition, % at 8.3 µM;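 active = inhibition above the mean of compounds falling within the control limits plus 3 SD of them, cut at about 14% in these data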;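 also: 0% = plate median of compound wells and 100% = 10 µM Aha-Tn7 peptide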
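assay system = human clot-derived fibrin DD(E) complex | quantity = Fibrin-DD(E) at 2 µM final | timing = 10 min preincubation, 3 h with tracer, room temperature | signal = fluorescence polarization | measure = percent inhibition | benchmarks = high control wells with 10 µM unlabelled Aha-Tn7 peptide (full inhibition) | replicates = singlicate testing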
PLCb3 inh = inhibitors of human phospholipase C beta3; Q01970; Purified PLC-beta3, fluorogenic substrate, fluorescence; inhibition, % at 12.2 µM; 370,000 compounds, 0.18% hits; in the data active = inhibition above about 11%;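 also: 0% = median of compound wells on plate and 100% = full blocker control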
TDP2 inh = blocks human TDP2 phosphodiesterase activity; O95551; recombinant TDP2, T5PNP hydrolysis, p-nitrophenol absorbance 415 nm; inhibition, % at 12.8 µM; 370,000 compounds, 0.34% hits; AID 720702;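 active = inhibition above the mean of all tested compounds plus 3 SD, set per campaign, cut at about 25% in these data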;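 also: 0% = DMSO with enzyme and 100% = buffer with substrate but no TDP2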
Target sequence (O95551 whole entry, looked up): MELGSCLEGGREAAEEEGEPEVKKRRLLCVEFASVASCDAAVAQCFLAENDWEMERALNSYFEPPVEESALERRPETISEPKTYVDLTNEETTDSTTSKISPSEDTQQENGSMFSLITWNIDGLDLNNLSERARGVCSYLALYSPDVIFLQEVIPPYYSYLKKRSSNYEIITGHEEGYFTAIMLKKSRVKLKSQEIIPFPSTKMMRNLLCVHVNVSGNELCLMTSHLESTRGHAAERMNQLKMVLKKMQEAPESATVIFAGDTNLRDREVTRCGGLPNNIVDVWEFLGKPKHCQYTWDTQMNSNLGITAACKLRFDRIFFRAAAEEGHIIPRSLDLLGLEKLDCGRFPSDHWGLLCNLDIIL
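Assay system: Recombinant human TDP2 | Quantity: 120 nM TDP2 per well | Incubation: 2 h at 37 °C | Signal: Epi absorbance | Evaluation: Percent inhibition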
An asterisk follows results filed as active; i = inactive; / = not tested or not shown.

SMILES | ADAM10 inh | ADAM17 inh | ARFGAP1 inh | Tn6 DDE FP | ASAP1 inh | PLCg1 inh | SIAE inh | Tn7 DDE FP | PLCb3 inh | TDP2 inh
Cc1ccc(NC(=O)c2ccc(NCCc3ccccc3)c([N+](=O)[O-])c2)cc1F | -5.5 | 0.1 | 7.4 | 0.1 | -2.2 | 1.2 | 2.9 | -1.9 | -0.1 | -2.6
CCOC(=O)C1CCCN(C(=O)c2cncc(Br)c2)C1 (stereo not drawn) | -3.4 | -3.0 | 6.6 | 6.8 | -10.8 | -2.4 | 4.5 | 4.8 | 2.1 | -9.2
CCN1CCN(C(c2cccs2)C(C)NC(=O)c2cccc(OC)c2)CC1 (stereo not drawn) | 7.7 | 5.7 | 6.1 | 1.9 | -3.5 | 7.5 | 4.2 | -6.9 | 0.6 | -18.6
COc1cc(C(=O)N(Cc2ccccn2)CC2CCCO2)cc(OC)c1OC (stereo not drawn) | -3.9 | -3.4 | -4.8 | 5.5 | -0.9 | 0.9 | 2.0 | 5.5 | 0.5 | 12.5
CCCN(CCC)Cc1c(C(=O)OCC)nnn1-c1nonc1N | -5.2 | 0.3 | 0.6 | 5.1 | 5.5 | -10.8 | 5.1 | -4.2 | -14.9 | -0.3
CC(=N/O)/C(=N\O)c1ccc(C)o1 | 6.3 | 3.6 | -7.7 | -3.1 | -4.8 | 5.8 | -0.4 | 2.4 | 5.1 | -9.8
O=c1[nH]c(C2CCCN(S(=O)(=O)c3ccccc3)C2)nc2c1nnn2Cc1cccc(Cl)c1 (stereo not drawn) | 1.5 | -2.5 | -14.0 | 6.9 | -12.6 | 0.5 | 5.5 | 1.8 | -9.4 | -1.6
CCOC(=O)NCc1ccc(S(=O)(=O)Nc2c(C)cccc2C)cc1 | -3.1 | -5.3 | 0.8 | -4.4 | 2.5 | 1.9 | -5.6 | 0.5 | -1.9 | 4.2
CC(=O)c1cccc(NC(=O)C2CCN(S(=O)(=O)c3ccc(F)cc3)CC2)c1 | -2.3 | -0.3 | 4.8 | -0.9 | 0.6 | 4.4 | -0.4 | -0.4 | 4.6 | 11.1
N#Cc1nc(N)nc(N(c2ccccc2)c2ccccc2)n1 | -2.7 | -4.9 | 8.7 | -6.9 | 7.9 | -2.2 | 6.4 | -10.8 | -3.9 | 7.4
COc1ccc(C2CC(c3cccs3)n3nc(N)nc3N2)cc1 (stereo not drawn) | i | i | 1.4 | -2.8 | 6.4 | i | -6.8 | -2.7 | i | -10.4
Cc1ccc(/C=N/Nc2ccc(C(=O)O)cc2)o1 | -7.7 | -1.6 | -6.0 | -9.2 | -2.4 | -2.0 | -2.4 | 0.6 | 0.9 | 1.6
O=C(c1cccc(S(=O)(=O)N2CCOCC2)c1)N1CCN(c2ccccc2)CC1 | -17.8 | -4.2 | 2.4 | -4.9 | -14.4 | 7.3 | 6.5 | -3.5 | -4.7 | -13.3
O=c1c2ccccc2nc(SCc2cn3ccsc3n2)n1-c1ccccc1F | 7.6 | 1.9 | -7.0 | -6.0 | -9.2 | 1.0 | -6.6 | 7.0 | 2.1 | 0.0
CC(C)CNC(=O)c1ccccc1C(=O)NC1(C(=O)NCC(C)C)CCCC1 | 6.4 | 3.0 | -1.6 | 4.9 | 20.9 | 2.9 | 9.0 | -6.8 | 4.3 | -4.5
O=C(NCCc1ccccc1)OCc1cn(-c2ccccc2Cl)nn1 | -1.5 | -6.4 | / | -5.2 | / | -2.9 | -4.2 | 2.6 | -4.7 | 1.5
O=C(N/N=C/c1ccco1)c1cccc([N+](=O)[O-])c1 | 3.1 | -5.5 | -8.4 | 0.7 | -5.0 | 4.2 | -3.0 | -4.2 | 3.4 | 3.0
Cc1ccccc1S(=O)(=O)Cc1ccc(C(=O)N2CCN(c3ccccc3F)CC2)o1 | 12.9 | -1.7 | 5.5 | 3.4 | 4.0 | 0.2 | -0.1 | -5.9 | -2.0 | 2.2
O=C(O)C1CCC(N2C(=O)C3CCCCC3C2=O)CC1 (stereo not drawn) | -14.1 | -6.5 | 9.4 | 3.3 | 4.8 | -2.3 | 3.7 | -0.4 | -7.9 | 7.4
COC(=O)c1ccc(NC(=O)Cc2ccc(C)cc2)cc1 | 5.6 | -4.4 | -15.7 | -0.6 | 3.4 | -1.9 | -5.5 | 6.7 | -2.3 | 6.8
COc1ccc(C(=O)NC2CC2)cc1OC1CCN(Cc2ccc(NC(C)=O)cc2)CC1 | -3.0 | -3.3 | -3.6 | 0.5 | -3.2 | 4.6 | -8.2 | -8.2 | -2.4 | -2.5
O=C(Nc1nc(-c2cccnc2)cs1)c1cccc([N+](=O)[O-])c1 | 9.3 | 1.7 | 1.5 | -0.7 | 12.2 | 7.9 | -4.2 | -2.0 | 1.3 | -24.4
Cc1ccc(NC(=O)c2sc(N)nc2-c2ccc([N+](=O)[O-])cc2)c(C)c1 | -3.4 | -5.8 | -4.4 | -8.2 | 0.5 | -1.6 | -4.9 | 7.2 | -10.0 | -3.1
C#CCNC(=O)C1=C[C@H](c2coc3ccccc3c2=O)[C@@H](CCCO)[C@H](OCC)O1 | 11.5 | -2.2 | 4.5 | -3.2 | -14.1 | 0.2 | -2.9 | 13.5 | 2.7 | 1.3
Cc1ccnc(NS(=O)(=O)c2ccc(-n3cccn3)cc2)c1 | -5.3 | -5.6 | -2.2 | 6.9 | -1.5 | 0.4 | -5.6 | -5.8 | -4.7 | -0.1
SMILES | ADAM10 inh | ADAM17 inh | ARFGAP1 inh | Tn6 DDE FP | ASAP1 inh | PLCg1 inh | SIAE inh | Tn7 DDE FP | PLCb3 inh | TDP2 inh
CCN(c1ccccc1)S(=O)(=O)c1ccc(Cl)nc1 | 6.6 | -2.4 | -0.3 | -0.4 | 4.7 | 3.2 | -1.4 | -2.8 | -2.6 | -5.8
Cc1ccc(-c2nnc(SCC(=O)N3CCN(c4ccccc4)CC3)o2)cc1 | 4.7 | 4.6 | -5.5 | -1.0 | -4.4 | -0.3 | -6.6 | 2.8 | 1.3 | 19.7
CC(C)(C)c1ccc(-c2nnc(N)s2)cc1 | -0.1 | 1.5 | -7.8 | -4.1 | -2.6 | -1.6 | -4.5 | 1.5 | 2.0 | -3.2
CC(C)Nc1ncnc2c1ncn2[C@H]1CN(Cc2ccc(-c3ccccc3)cc2)C[C@@H](CO)O1 | 2.0 | -1.5 | -5.1 | -0.7 | 6.0 | 3.2 | -5.2 | -0.5 | -0.5 | -0.8
COc1ccc2nc(NC(=O)[C@@H]3CCCN3C(=O)c3cccs3)sc2c1 | 3.6 | -1.1 | 11.4 | 4.6 | 4.8 | -0.4 | 5.0 | -3.0 | 0.2 | -13.8
COCCCN1CC(=O)N2Cc3[nH]c4ccccc4c3C[C@H]2C1=O | -3.1 | -4.5 | 3.1 | 11.8 | 1.7 | -2.8 | 1.2 | 1.5 | -9.0 | 4.3
COc1ccc(N2C(=O)C3C(C2=O)C(C(=O)c2ccccc2)N2CCCC32)cc1 (stereo not drawn) | -4.4 | -5.8 | -14.7 | -5.2 | 6.3 | -12.6 | -0.6 | 5.8 | -29.1 | 1.9
CCc1cc(CNC(=O)C2CCC(=O)N(CCc3ccc(OC)cc3)C2)on1 (stereo not drawn) | -7.7 | -3.0 | 0.7 | -2.6 | -9.6 | 1.2 | 0.5 | 2.9 | -1.2 | 9.6
COc1cc2c(cc1OC)C(/C(C#N)=N\O)=NC(C)(C)C2 | 1.2 | -5.2 | 1.6 | 2.2 | 2.6 | -0.2 | -3.0 | -6.2 | 0.5 | 10.1
O=C(N/N=C/C=C/c1ccccc1)c1n[nH]c2c1CCC2 | 4.1 | 0.6 | 8.1 | -5.0 | 11.5 | 2.9 | -2.1 | -10.3 | 4.0 | -8.4
COc1ccc(CNC(=O)C2CCN(S(=O)(=O)N3CCC4(CC3)OCCO4)CC2)c(OC)c1 | 0.8 | 4.8 | 1.6 | 4.8 | 13.7 | 0.6 | 3.3 | 2.0 | 2.3 | -10.8
COC(=O)[C@H](CC(C)C)N1Cc2nnn(CC3CCCCC3)c2-c2cc(F)ccc2S1(=O)=O | 4.2 | 1.6 | / | 1.6 | / | -0.4 | -2.0 | -0.3 | -1.0 | 6.5
Cc1ccnc(S(=O)(=O)Cc2ccc([N+](=O)[O-])cc2)n1 | 8.4 | -1.2 | 10.9 | 1.9 | -0.7 | 2.2 | 1.9 | 1.1 | -0.1 | 12.4
COc1ccc(-c2noc(-c3ccc(C)cc3)n2)cc1 | 8.7 | 2.5 | -8.4 | -0.5 | -1.2 | 7.1 | -11.3 | -4.3 | 2.4 | -19.0
COc1ccc(S(=O)(=O)N2CCCCCC2)cc1NC(=O)c1ccccc1 | -0.4 | -0.7 | 3.0 | 5.2 | -20.7 | 3.4 | 2.7 | -0.5 | -3.8 | -5.6
CC(C)CC(C(=O)O)N(Cc1ccccc1)Cc1ccccc1 (stereo not drawn) | 1.6 | -0.4 | 3.9 | -6.9 | -8.8 | -0.8 | 0.4 | -3.3 | -49.2 | 0.1
NC(=O)c1ccnc2c(O)cccc12 | 0.9 | -6.2 | 3.0 | -2.3 | -18.3 | -0.2 | 8.0 | 6.7 | 2.6 | 2.5
CCOc1ccc(S(=O)(=O)NC(C)C(=O)NCc2ccc3c(c2)OCO3)cc1 (stereo not drawn) | 8.1 | -1.1 | 2.0 | 3.5 | 6.0 | -0.8 | 3.2 | -7.3 | -6.8 | -16.5
COc1ccc(/C(C)=N/Nc2cccc(C(=O)O)c2)cc1OC | -6.0 | -5.6 | -2.0 | -2.8 | 6.8 | -5.1 | 2.8 | -1.1 | -9.4 | 7.8
O=C(CCC1CCCC1)c1c(O)c2ccccc2oc1=O | -18.0 | -6.3 | 7.8 | 0.7 | 3.5 | -6.6 | 2.0 | 0.4 | -10.6 | -2.5
CCCCNC(=S)N=Nc1c(O)[nH]c2ccccc12 | 5.8 | 3.6 | 1.8 | -1.6 | -7.9 | 7.4 | 2.1 | -9.2 | 5.8 | -11.3
CCOc1ccc(NC(=O)N2CCC(C(=O)c3ccc(F)cc3)CC2)cc1 | 3.0 | -1.1 | -12.7 | 3.5 | 9.9 | -0.3 | -1.3 | 6.4 | -1.5 | -10.6

Some of these compounds in order of their number in PLCg1 inh, low to high:
SMILES | ADAM10 inh | ADAM17 inh | ARFGAP1 inh | Tn6 DDE FP | ASAP1 inh | PLCg1 inh | SIAE inh | Tn7 DDE FP | PLCb3 inh | TDP2 inh
CCOc1ccc(NC(=O)N2CCC(C(=O)c3ccc(F)cc3)CC2)cc1 | 3.0 | -1.1 | -12.7 | 3.5 | 9.9 | -0.3 | -1.3 | 6.4 | -1.5 | -10.6
CC(C)Nc1ncnc2c1ncn2[C@H]1CN(Cc2ccc(-c3ccccc3)cc2)C[C@@H](CO)O1 | 2.0 | -1.5 | -5.1 | -0.7 | 6.0 | 3.2 | -5.2 | -0.5 | -0.5 | -0.8
COc1ccc(-c2noc(-c3ccc(C)cc3)n2)cc1 | 8.7 | 2.5 | -8.4 | -0.5 | -1.2 | 7.1 | -11.3 | -4.3 | 2.4 | -19.0
